mcGAS RapidFire = inhibitors of mouse cGAS; Q8C6L5; recombinant mouse cGAS, cGAMP by RapidFire MS; inhibition, % at 12.5 µM; 130,000 compounds, 0.18% hits;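 active = inhibition of cGAS enzyme activity at or above 60%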;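 note: enzyme stimulated by 45 bp dsDNA with ATP and GTP substrates; cGAMP share of summed cGAMP plus half ATP and half GTP signals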
Target sequence (Q8C6L5 whole entry, looked up): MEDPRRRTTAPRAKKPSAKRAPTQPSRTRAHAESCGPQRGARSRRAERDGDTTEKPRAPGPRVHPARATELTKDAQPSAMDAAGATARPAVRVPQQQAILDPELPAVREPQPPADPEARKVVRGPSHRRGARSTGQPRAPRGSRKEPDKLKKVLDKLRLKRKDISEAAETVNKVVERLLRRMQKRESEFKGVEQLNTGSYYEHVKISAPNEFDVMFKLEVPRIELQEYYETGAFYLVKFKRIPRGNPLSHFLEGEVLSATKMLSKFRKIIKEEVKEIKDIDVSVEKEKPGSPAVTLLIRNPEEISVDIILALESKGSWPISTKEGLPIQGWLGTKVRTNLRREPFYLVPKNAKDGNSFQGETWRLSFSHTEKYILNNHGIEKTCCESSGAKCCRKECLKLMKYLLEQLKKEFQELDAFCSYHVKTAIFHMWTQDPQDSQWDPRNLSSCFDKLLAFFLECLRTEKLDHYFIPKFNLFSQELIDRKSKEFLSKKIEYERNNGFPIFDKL
Active calls of the source: *; & = joins results of further samples. Some of the compounds tested. The share of hits here may be higher or lower than overall.

SMILES | mcGAS RapidFire
CC1CCCC(NC(=O)CSCc2ccc(-n3cccn3)cc2)C1C (configuration not stated) | -5
Nc1c(C(=O)Nc2nccs2)sc2nc3c(c(-c4cccs4)c12)CCC3 | -6
Cc1ccsc1CNC(=O)Nc1ccccc1-c1nncn1C(C)C | 5
C(=C1CCCC2C1=Nc1ncnn1C2c1ccccc1)c1ccccc1 (configuration not stated) | -3
Cc1nn(CCC(=O)Nc2ccc(F)cc2)c(C)c1C | -1
CC(c1ccccc1)N1CC(C(=O)NCCCn2cncn2)CC1=O (configuration not stated) | -10
CCc1nnc(CNc2ccc3c(c2)OC(F)(F)O3)o1 | -8
CC(=O)c1c(F)cccc1NC1CCN(Cc2ccccn2)CC1C (configuration not stated) | -16
CCOc1ccc(Br)cc1S(=O)(=O)Nc1ccc(C)cc1Cl | 2
Cc1noc(C)c1C1CCCN1C(=O)Cc1cnc2c(C)cccn12 (configuration not stated) | -23
N#Cc1c(N)nc2c(c1-c1ccc3c(c1)OCO3)CCCC2 | -9
CCc1nn2c(ncc3c(=O)n(NC(=O)c4cccnc4)ccc32)c1-c1ccc(F)cc1 | -8
O=S(=O)(Nc1nc2ccccc2nc1NCc1ccccn1)c1ccc(F)cc1 | -8
CN(Cc1cn(C)nc1-c1ccc2c(c1)OCCO2)Cc1cccc2ncccc12 | -9
Cc1oc(-c2cccc(C(F)(F)F)c2)nc1CN1CCN(c2cnccn2)CC1 | -3
Cc1ccoc1CN1CCN(c2ncccn2)CC1 | -6
CCn1nnc2c(=O)n(CC(=O)NC(C)(C)C)cnc21 | -7
O=C(NCC(c1ccccc1)N1CCCC1)c1ccc(OCC2CCCO2)cc1 (configuration not stated) | -3
CC(C(=O)Nc1ccc(C#N)cc1)N1CCN(C(=O)C2CC2)CC1 (configuration not stated) | -7
CCc1ccccc1NC(=O)CN(C)C(C)C(=O)Nc1cc(Cl)cc(Cl)c1 (configuration not stated) | 4

An excerpt of these results, as labelled records.
Molecule: Cc1nn(CCC(=O)Nc2ccc(F)cc2)c(C)c1C
  mcGAS RapidFire: -1

Molecule: CC(c1ccccc1)N1CC(C(=O)NCCCn2cncn2)CC1=O (configuration not stated)
  mcGAS RapidFire: -10

More structures
SMILES | mcGAS RapidFire
NC(Cc1ccc(C(F)(F)F)cc1)c1csc(Nc2cnccn2)n1 (configuration not stated) | -8
CCC(C)C(=O)N1CSCC1C(=O)NNC(=O)c1ccccc1C (configuration not stated) | 1
O=C(Cn1nnc(-c2ccccc2)n1)Nc1ccc2c(c1)OC1(CCCCC1)O2 | -3
CN(Cc1ccc(Br)s1)C(=O)c1ccccc1O | -4
Cc1cnc2c(C(=O)NC(Cn3ccnc3)C(C)C)cnn2c1 (configuration not stated) | -2
O=C(NC1CC(=O)N(Cc2cccc3ccccc23)C1)C(=O)c1ccccc1 (configuration not stated) | 6
Cc1cc(=O)[nH]c(-n2nc(-c3cccs3)cc2NC(=O)c2ccccc2C)n1 | -5
Cc1ccc(-n2ncc3c(C)nn(CC(=O)NCCc4ccccc4)c(=O)c32)cc1C | -5
Cc1[nH]c2ccc(CNc3ncnc4onc(C)c34)cc2c1C | 1
Nc1cc(=O)[nH]c(=O)n1C1CC1 | -2

Taken from above:
Reading for CN(Cc1ccc(Br)s1)C(=O)c1ccccc1O under mcGAS RapidFire: -4
Reading for NC(Cc1ccc(C(F)(F)F)cc1)c1csc(Nc2cnccn2)n1 (configuration not stated) under mcGAS RapidFire: -8
Reading for O=C(NC1CC(=O)N(Cc2cccc3ccccc23)C1)C(=O)c1ccccc1 (configuration not stated) under mcGAS RapidFire: 6
Reading for Cc1[nH]c2ccc(CNc3ncnc4onc(C)c34)cc2c1C under mcGAS RapidFire: 1
Reading for CCC(C)C(=O)N1CSCC1C(=O)NNC(=O)c1ccccc1C (configuration not stated) under mcGAS RapidFire: 1
Reading for Nc1cc(=O)[nH]c(=O)n1C1CC1 under mcGAS RapidFire: -2
Reading for Cc1cc(=O)[nH]c(-n2nc(-c3cccs3)cc2NC(=O)c2ccccc2C)n1 under mcGAS RapidFire: -5

(cont.)
SMILES | mcGAS RapidFire
Cc1nccc(-c2ccccc2)c1C(=O)N1C[C@H]2C[C@H](O)[C@H](O)C[C@H]2C1 | -24
COc1ccc(C(=O)Nc2ccc3c(c2)CCC(=O)N3)cc1OC | -10
Nc1c(C(=O)CSc2nnc(CC3CCS(=O)(=O)C3)o2)c(=O)[nH]c(=O)n1C1CC1 (configuration not stated) | 3
CN(C)c1ccc(C2N=C(N)Nc3nc4ccccc4n32)cc1 (configuration not stated) | 4
CCOc1ccccc1C=Nc1ccc(C)cc1O | -25
CC(OCC(F)(F)F)C(=O)Nc1nc2cc(Cl)ccc2s1 (configuration not stated) | -10
O=C1NCCCCC1Sc1nnc2c(Cl)cc(C(F)(F)F)cn12 (configuration not stated) | -27
O=C(NCCc1ccccc1Cl)N1CCN(Cc2ccon2)CC1 | -4
COc1ccc(N2CCN(C(c3ccccc3)C3Sc4nc(C)nn4C3=O)CC2)cc1 (configuration not stated) | -6
O=C(CSc1nc2[nH]ncc2c(=O)[nH]1)NCc1ccc2c(c1)OCO2 | -2
CC(NC(=O)c1ccc(=O)[nH]n1)c1cccc2ccccc12 (configuration not stated) | 0
CCCC(=O)C1=C(c2cccs2)N(C(=O)CCC)n2c(nnc2-c2ccccc2)S1 | -3
O=C(NCCCN1CCCC1=O)C(C1CCCC1)N1CCN(C(=O)c2ccc(Cl)c(Cl)c2)CC1 (configuration not stated) | -8
COCCN(CCOC)c1snc(Cl)c1C#N | 0
FC(F)(F)c1nc(NCc2ccccc2)c2cnn(Cc3ccccc3)c2n1 | -31
COc1ccc(CSc2nnnn2C2CC2)cc1Br | 0
CC(C)(C)C1CCc2c(C(=O)N/N=C\c3ccoc3)csc2C1 (configuration not stated) | -6
CCOc1ccc(S(=O)(=O)N2CCCCC2)cc1NCC(=O)NC(C)(C)C | -7
Cc1cc(NC(=O)C(c2ccccc2)N(C)Cc2ccco2)no1 (configuration not stated) | -26
Cc1cccc(C)c1NS(=O)(=O)c1c(C)nn(C)c1C | -2

Given as a markdown table: part of the list above.
| Molecule | mcGAS RapidFire |
| --- | --- |
| Cc1cccc(C)c1NS(=O)(=O)c1c(C)nn(C)c1C | -2 |
| COCCN(CCOC)c1snc(Cl)c1C#N | 0 |
| CC(C)(C)C1CCc2c(C(=O)N/N=C\c3ccoc3)csc2C1 (configuration not stated) | -6 |
| FC(F)(F)c1nc(NCc2ccccc2)c2cnn(Cc3ccccc3)c2n1 | -31 |

Going on with the list.
SMILES | mcGAS RapidFire
CCCC1=NN(C(=O)c2ccc(-c3ccccc3)cc2)C(O)(C(F)(F)F)C1 (configuration not stated) | -36
Cc1ccc(C2c3c(oc4cc(C)c(Cl)cc4c3=O)C(=O)N2c2nccs2)cc1 (configuration not stated) | -2
CCCS(=O)(=O)Nc1ccc2c(c1)C(=O)N(CC)c1ccccc1O2 | -12
COC(=O)c1cc(OC)c(OC)cc1NCc1ccc(F)cc1Br | -2
Cc1cc(C)cc(OCCC(=O)Nc2cc(C)ccn2)c1 | -15
CN1CCC(N(C)C(=O)CCC2CCCN(C(=O)/C=C/c3ccc(Cl)cc3)C2)CC1 (configuration not stated) | -1
COC(=O)CCc1c(C)nn(-c2nc(C)c(C)c(=O)[nH]2)c1C | 0
COc1ccc(-c2csc3ncnc(N(C)CCO)c23)cc1 | -3
Cc1n[nH]c(=S)n1CCNC(=O)CC(C)(C)c1ccccc1 | 6
Cc1ccc(-c2cc(O)c3c(c2)CN(C(=O)c2cccc(F)c2)CCO3)s1 | -35
O=C1CCN(c2nc(/C=C/c3ccccc3)nc3sc4c(c23)CCCC4)CCN1 | -27
Cc1ccc(C)c(S(=O)(=O)N(C)C2(C)CCS(=O)(=O)C2)c1 (configuration not stated) | -4
NC(=O)c1oc2ccccc2c1N | -8
CCN(CC(=O)NC(C)C)C(=O)CCc1ccc(-c2ccc(OC)cc2)o1 | -16
C[n+]1ccn(Cc2cc(=O)oc3cc(Br)ccc23)c1 | -11
Cc1cnc(N(C)CC2CCCO2)nc1N(C)C (configuration not stated) | -19
Cc1ccc(C)c(Cn2c(=O)c3c(nc4n(CC5CCCO5)c(C)cn34)n(C)c2=O)c1 (configuration not stated) | -11
O=C1SC(Nc2cccc(Br)c2)C(=O)N1c1ccccc1 (configuration not stated) | 7
C=Cc1ccc(Cn2cc(C(=O)NCc3ccc4c(c3)OCO4)sc2=O)cc1 | -12
Cc1nc(C(=O)Nc2ncccc2I)cs1 | -7
O=c1[nH]c(Nc2ccc(Br)cc2)nnc1Cc1ccc(Cl)cc1 | -10
Cc1cccc(CN2CCN(Cc3cn[nH]c3-c3ccccc3)CC2)c1 | -16
O=S(=O)(c1cccc(Cl)c1)N1CCN(CCc2ccccn2)CC1 | -11
CN(Cc1ccc2nsnc2c1)Cc1nc(-c2ccc3c(c2)OCO3)no1 | -5&-4
C=CCn1c(C)nnc1SCc1nc2sc3c(c2c(=O)[nH]1)CCC3 | -57
NC(=O)CCn1c(SCC2CCCCO2)nnc1-c1ccco1 (configuration not stated) | -29
CN1C(=O)Cc2cc(C(=O)CSc3nnc(C4CC4)o3)ccc21 | -6
COCC1CCCN(C(=O)C2CCN(c3nc(C)c4ccccc4n3)CC2)C1 (configuration not stated) | -3
CSCc1ccc(C(=O)O)o1 | 0
CCN(CC)C(CNc1nc(C)nc2c1cnn2C)c1ccco1 (configuration not stated) | -26

Given field by field: 4 of the compounds above
NC(=O)CCn1c(SCC2CCCCO2)nnc1-c1ccco1 (configuration not stated)
  mcGAS RapidFire: -29
CN1C(=O)Cc2cc(C(=O)CSc3nnc(C4CC4)o3)ccc21
  mcGAS RapidFire: -6
COCC1CCCN(C(=O)C2CCN(c3nc(C)c4ccccc4n3)CC2)C1 (configuration not stated)
  mcGAS RapidFire: -3
CSCc1ccc(C(=O)O)o1
  mcGAS RapidFire: 0

Remaining list, next part
SMILES | mcGAS RapidFire
CC(=O)CN1N=C(C)C(C)n2c1nc1c2c(=O)n(Cc2cc(C)ccc2C)c(=O)n1C (configuration not stated) | 4
CCN(Cc1ccccc1)C(=O)c1ccc(-c2ccccc2)nc1N1CCOCC1 | -8
C=Cc1ccc(Cn2c(C)c(C(=O)N(C)CCCC)sc2=O)cc1 | -3
COc1ccc(C(=O)C2CCCN(CC#Cc3ccccc3)C2)cc1OC (configuration not stated) | 0
CN(C)CCNc1nc2ccccc2c2nnc(Cc3ccccc3)n12 | -15
COC(=O)c1cccc(CN2C(=O)C(C)Sc3ccc(S(C)(=O)=O)cc32)c1 (configuration not stated) | -6
COc1cc(-c2nnc(CCC(=O)O)c(=O)[nH]2)ccc1OC(C)C | -2
C/C(CC1(O)/C(=N\O)CCc2nonc21)=N/O (configuration not stated) | -23
COCCNC(=O)C1CCCN(C2CCN(C(=O)c3cscn3)CC2)C1 (configuration not stated) | -8
CC1CN(C(=O)CNc2cc(Cl)cc(Cl)c2)CC(C)O1 (configuration not stated) | -20
O=C1OCCN1CCCN1CCSC2(CCCCC2)C1 | -5
CN(Cc1ccncn1)C(=O)c1nn(C)c(=O)c2ccccc12 | -27
CC(=O)c1ccc(N2C(=O)C3C4C=CC(C4=C(C)C)C3C2=O)cc1 (configuration not stated) | -4
CCn1cc(CNc2nc3nonc3nc2N2CCCCCC2)cn1 | 0
CS(=O)(=O)CCNC(=O)N1CC2(CCCC2)c2ccccc21 | -3&-2
OCCC1CN(Cc2cnc(-c3ccc(Cl)cc3)nc2)CCN1Cc1ccsc1 (configuration not stated) | -1
COc1ccc(C(=O)Cn2nc(C(C)C)c3cnn(-c4ccccc4)c3c2=O)cc1 | -4
Cc1cc(Oc2ncccc2C#N)ccc1NS(=O)(=O)c1cccs1 | -10
Cc1cc(C(=O)COC(=O)C2CCCO2)c(C)[nH]1 (configuration not stated) | -10
COCCCNC(=O)c1cc(N)ccc1N1CCN(c2ccccc2OC)CC1 | -5
Cc1csc2nc(CSc3nnc(-c4cccs4)n3C3CC3)cc(=O)n12 | 3
CCNC(=S)NN=C(C)c1ccc[nH]1 | -8
CCOC(=O)c1ccc(NC(=S)NNC(=O)c2cccc(OC(F)(F)C(F)F)c2)cc1 | 1
CCOc1cc2nccc(Cl)c2cc1OCC | 1
Cn1nnc2c(N3CCCCCC3)ncnc21 | -12
CC(C)N(CC(N)=O)C(=O)CCOc1cccc(Br)c1 | -3
Cc1nc2nc(=S)[nH]n2c(C)c1CCC(=O)O | 1
O=C(Nc1n[nH]c(Cc2ccccc2)n1)N1CCc2ccccc2C1 | -4
CC[C@H]1CN(c2cc(C)nc(N3CCCC3)n2)CC[C@@]1(C)O | -4
Cc1ccnc(Nc2ccc(NCCNC(=O)C3CCCC3)nn2)c1 | -2
CCCC1CCc2sc(C(=O)N3CCc4c(nc[nH]c4=O)C3)cc2C1 (configuration not stated) | -10
COc1ccc(Cl)cc1NC(=O)N1CCC(c2nc3ccccc3[nH]2)CC1 | 0
C=C(C)Cn1c(SCC(=O)N/N=C\c2ccco2)nnc1-c1ccc(Br)cc1 | -11
CC(C)CC(=O)Nc1ccc(NC(=O)c2cnn3ccccc23)cc1 | 9
CCCc1ccc(OCC(=O)NNC(=O)COc2cc(C)c(Cl)c(C)c2)cc1 | -7
O=C(Cc1cccs1)NCCn1nc(-c2ccncc2)ccc1=O | -4
CCOC(=O)CNC(=O)N(C)CC1CCCN(CCc2ccccc2OC)C1 (configuration not stated) | -5
COCc1nn(CC(=O)Nc2ccccc2)c(=O)o1 | -1
CN1C(=O)CC(C(=O)Nc2cc(C(C)(C)C)on2)C1c1cccnc1 (configuration not stated) | -8
COc1cccc(NC2CC(=O)N(c3ccc(Cl)c(Cl)c3)C2=O)c1 (configuration not stated) | 0
C=Cc1cccc(CN2CCC3(CC2)CCN(C(=O)COC)CC3)c1 | -9
Cc1ccc(OC(C)C(=O)N(C)C2CCS(=O)(=O)C2)c(Br)c1 (configuration not stated) | -4&-4
CN(C)CC(=O)N1c2ccccc2CCc2ccc(NC(N)=O)cc21 | 5
CC(C)CS(=O)(=O)c1ncc(CN2CCC[C@H]2C(N)=O)n1Cc1ccccc1 | 7
CN1CC2(CCN(C(=O)c3ccc(CC4CCCNC4)cc3)CC2)OC1=O (configuration not stated) | -27
CCOC(=O)c1c(N)sc2c1CCN(C(C)C)C2 | -4
CCCn1nc2c(cc1=O)CN(CC(O)CN1CCOCC1)CC2 (configuration not stated) | -4

Screens: PubChem, Fisher Drug Discovery Resource Center
